D2 PAM – positive allosteric modulators of human D2 dopamine receptor; P14416; HEK293 T-REx D2, calcium flux, EC20 dopamine potentiation; potentiation, % at 10 µM; 340,000 compounds, 0.34% hits; AID 485347;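 active = potentiation over 3 SD above the plate norm, cut at about 30% in these data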; also: 0% is about no effect
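Cells plated with tetracycline inducer and held overnight at 30 C; calcium dye loaded 30–90 min at room temperature; baseline taken, compound added and read 180 s; EC20 dopamine then added and read 180 s.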
RXFP1 agonist – RXFP1 (human) receptor agonism; HEK293T-RXFP1 cAMP TR-FRET, 30 min; response scale: percent of porcine relaxin response, buffer zero; Q9HBX9; 370,000 compounds, 0.3% hits; Potency, µM (doses to about 57.5 µM), for the others: at the top dose activation, hits mostly activators; also: potency is read from the fitted curve at half-maximal effect; % is scaled to controls: 0 for no effect and ±100 for the full control effect; nearly all actives have a fitted effect of over 60% in size; many of its hits are not listed in these tables
Target sequence (Q9HBX9 whole entry, looked up): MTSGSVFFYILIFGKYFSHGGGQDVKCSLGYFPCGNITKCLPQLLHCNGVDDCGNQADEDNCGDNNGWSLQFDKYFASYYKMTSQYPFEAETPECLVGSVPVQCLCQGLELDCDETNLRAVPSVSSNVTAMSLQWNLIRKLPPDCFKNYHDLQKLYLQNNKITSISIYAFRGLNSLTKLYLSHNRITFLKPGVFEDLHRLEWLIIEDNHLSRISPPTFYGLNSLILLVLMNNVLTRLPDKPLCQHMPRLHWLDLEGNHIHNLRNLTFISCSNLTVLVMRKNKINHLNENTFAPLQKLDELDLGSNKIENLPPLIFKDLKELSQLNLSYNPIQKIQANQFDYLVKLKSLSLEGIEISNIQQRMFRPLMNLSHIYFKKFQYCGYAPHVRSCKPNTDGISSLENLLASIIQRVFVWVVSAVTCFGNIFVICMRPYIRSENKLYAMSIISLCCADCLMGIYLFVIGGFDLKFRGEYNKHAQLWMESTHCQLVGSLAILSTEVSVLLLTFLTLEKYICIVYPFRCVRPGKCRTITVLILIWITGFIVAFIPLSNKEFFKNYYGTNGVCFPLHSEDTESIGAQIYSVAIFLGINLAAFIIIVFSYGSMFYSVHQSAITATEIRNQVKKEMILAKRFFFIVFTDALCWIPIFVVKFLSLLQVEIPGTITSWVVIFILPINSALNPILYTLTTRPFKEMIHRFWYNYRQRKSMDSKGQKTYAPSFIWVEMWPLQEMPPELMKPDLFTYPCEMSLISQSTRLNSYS
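HEK293 cells stably expressing RXFP1, treated 30 min at 37C with compounds plus PDE4 inhibitor Ro 20174; cAMP measured by HTRF TR-FRET. Normalized to buffer and 29 nM porcine relaxin; EC50 by Hill fit.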
D1 PAM – potentiators of human D1 dopamine receptor. HEK293 TREx D1 cells, calcium flux, dopamine EC20 potentiation. 360,000 compounds, 0.036% hits. P21728. potentiation, % at 10 µM; in the data active = potentiation above about 30%; also: 0% is about no effect
D1 antagonist – blocks dopamine activation of the human D1 receptor | P21728 | HEK293 TREx D1 cells, calcium flux, dopamine EC80; active compounds read low | activity change, negative = inhibition, % at 10 µM | 360,000 compounds, 3.2% hits; in the data active = activity change below about -30%; also: % is scaled to controls: 0 for no effect and ±100 for the full control effect
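Using tetracycline-induced force-coupled D1 Hek293 cells and a calcium dye, signals were followed for 180 s after compound, then for 180 s after EC80 dopamine, to detect inhibitors.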
Glioma ERSR ind – inducers of ER stress response in human glioma cells; 420,000 compounds, 0.02% hits; U87-MG GRP78 promoter luciferase reporter, 16 h; Potency, µM, inactives show at the top dose activation, hits mostly activators; AID 602332; also: potency is read from the fitted curve at half-maximal effect; series mostly up to about 76 µM; % of control where 0% means no effect; nearly all actives have a fitted effect of over 35% in size
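ERSR induction read as luciferase luminescence (Bright-Glo, 10 min at room temperature) in stably transfected human U87-MG glioma cells exposed to compounds for 16 h, using GRP78 as sensor.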
Vif-A3F inh – inhibitors of Vif-A3F interaction | HeLa A3F-eYFP + Vif (tagged APOBEC3F with the HIV-1 protein that degrades it), YFP fluorescence increase | Potency, µM (series often up to 46.1 µM), without a hit: at the highest dose activity, negative = active | 390,000 compounds, 0.2% hits | AID 602313; also: potency is read from the fitted curve at half-maximal effect; % of control where 0% means no effect; nearly all actives have a fitted effect of over 65% in size
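Fluorescence increase (Ex 488/Em 500-530) after overnight compound treatment at 37 deg C flags inhibition of Vif-driven A3F-eYFP loss in stable HeLa A3F-eYFP/Vif cells seeded overnight beforehand.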
LDHA inh – blocks human lactate dehydrogenase A; P00338; purified LDHA, NADH/diaphorase-resazurin fluorescence; active compounds read low; activity change, % (values are at about 110 or 230 µM); 480,000 compounds, 0.15% hits; AID 1347041; in the data active = activity change below about -30%; inconclusive = mostly about -25% to -30%;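 also: plate controls were DMSO wells for no effect and wells without enzyme for full effect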
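Resorufin fluorescence (ex540/em590), read at 0 and 20 min after diaphorase/resazurin addition, reports the NADH left after a 5 min room-temperature reaction of 2 nM human LDH5 with 0.06 mM NADH and 0.2 mM pyruvate.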
D1 agonist – agonists of human D1 dopamine receptor; P21728; HEK293 T-REx D1 cells, calcium flux, agonist mode; activation, % at 2 µM; 360,000 compounds, 1% hits; in the data active = activation above about 30%; also: 0% is about no effect
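Agonism was scored from calcium flux recorded over 180 s (1 read/s) after pintool compound addition, following a 10-cycle baseline. Cells were inducible force-coupled HEK293 TREx D1, plated overnight at 30 C and loaded with no-wash calcium dye.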
Vif-APOBEC3G blk – inhibitors of Vif-APOBEC3G interaction | Q9HC16 | HeLa A3G-eYFP + Vif (tagged APOBEC3G with the HIV-1 protein that degrades it), YFP fluorescence, overnight | Potency, µM (top dose mostly 46.1 µM), without a hit: at the top dose activity, negative = active, usual class: inhibitors | 410,000 compounds, 0.076% hits | AID 602310;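 also: potency is read from the fitted curve at half-maximal effect; % is scaled to controls: 0 for no effect and ±100 for the full control effect; nearly all actives have a fitted effect of over 60% in size; hits raise eYFP signal because A3G escapes Vif-driven loss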
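HeLa cells stably expressing Vif and C-terminally eYFP-tagged A3G, seeded overnight at 37 deg C, then exposed to compound by pintool overnight at 37 deg C. Rise in yellow fluorescence (Ex 488/Em 500-530, Acumen) marks blocked Vif-driven A3G degradation.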
An asterisk follows results filed as active; ? = inconclusive; · = not tested or not shown. Unless noted, calls follow the shape of the dose curve; as a rule, active = well fitted curve in the direction sought with a large enough effect; inconclusive = small, poorly fitted or top-dose-only effect, or another doubt; inactive = no such curve, though single readings can be large; an effect the other way counts as inactive or inconclusive. Some of the compounds tested. The share of hits here may be higher or lower than overall.

SMILES	D2 PAM	RXFP1 agonist	D1 PAM	D1 antagonist	Glioma ERSR ind	Vif-A3F inh	LDHA inh	D1 agonist	Vif-APOBEC3G blk
COc1ccc(S(=O)(=O)n2nc(C)cc2C)cc1OC	4	-1.3%	2	-19	-2%	-6%	-2	2	-6%
CCCOc1ccccc1OCC(=O)Nc1ccc(S(=O)(=O)N2CCCC2)cc1	2	0.9%	-7	-27	-5%	-2%	-1	8	-2%
O=C(CSc1nncs1)NNC(=O)c1ccco1	-5	1.0%	-1	-2	-3%	-9%	-5	4	1%
Cc1cccc(Nc2nnc(SC3CCOC3=O)s2)c1C (centres undefined)	3	-2.7%	-2	6	1%	7%	-2	1	-8%
CCN1C(=O)[C@H]2[C@@H](c3ccc(C)cc3)N[C@]3(CCCN(Cc4ccco4)C3=O)[C@H]2C1=O	·	·	·	·	-2%	-2%	-6	·	2%
Cc1ccc(NC(=O)NCc2cccnc2)cc1C	5	-0.4%	2	1	2%	-8%	-8	1	2%
COc1ccc2nc(SCC(=O)Nc3ccc4sc(C)nc4c3)c(C#N)cc2c1	-3	?	-7	-10	-3%	22µM*	-4	12	-6%
COc1ccc(Nc2nnc(-c3ccc(O)cc3)c3ccccc23)cc1	-1	3.5%	2	-6	3%	-7%	2	0	?
COc1ccccc1CCn1cnc2c3cc(C)ccc3n(C)c2c1=O	·	0.5%	-6	2	-2%	·	-1	3	1%
CCOC(=O)c1csc(COc2ccc(OC)cc2)n1	-9	0.2%	0	6	-13%	15%	-6	5	1%

A draw from above in order of length of the SMILES, rising:
SMILES	D2 PAM	RXFP1 agonist	D1 PAM	D1 antagonist	Glioma ERSR ind	Vif-A3F inh	LDHA inh	D1 agonist	Vif-APOBEC3G blk
O=C(CSc1nncs1)NNC(=O)c1ccco1	-5	1.0%	-1	-2	-3%	-9%	-5	4	1%
CCOC(=O)c1csc(COc2ccc(OC)cc2)n1	-9	0.2%	0	6	-13%	15%	-6	5	1%
COc1ccc(Nc2nnc(-c3ccc(O)cc3)c3ccccc23)cc1	-1	3.5%	2	-6	3%	-7%	2	0	?

Next compounds.
SMILES	D2 PAM	RXFP1 agonist	D1 PAM	D1 antagonist	Glioma ERSR ind	Vif-A3F inh	LDHA inh	D1 agonist	Vif-APOBEC3G blk
Cc1c(C(=O)C(C)C)n(C)c2ccccc12	-7	0.2%	0	7	-6%	4%	-1	0	-8%
CC(=O)N1CCc2nc3sc(C(=O)c4ccc(F)cc4)c(N)c3c(C(F)(F)F)c2C1	-1	8.7%	1	7	-2%	13µM*	-3	61*	?
COc1cc2sc(-c3ccc(S(C)(=O)=O)cc3)c(C#CCO)c2cc1OC	·	·	·	·	-3%	5%	4	·	-15%
O=C1c2ccccc2C(Nc2ccc(S(=O)(=O)N3CCOCC3)cc2)N1c1ccccn1 (centres undefined)	3	0.8%	-3	10	-5%	-7%	-13	0	0%
C(=N\n1cnnc1)/c1cccnc1	-6	-0.2%	-2	13	-5%	-4%	-5	2	1%
COc1ccc(C(=O)N2CCN(Cc3cc(=O)n4nc(-c5ccccc5C)sc4n3)CC2)cc1OC	-2	?	-2	17	-3%	4%	-5	0	-1%
COc1ccc(CNC(=O)COC(=O)c2ccc(F)c(S(=O)(=O)N3CCOCC3)c2)cc1	·	·	·	·	-2%	-7%	-3	·	-1%
CCOC(=O)N1CCC(N2Cc3cccc(C(=O)Nc4ccc(CC)cc4)c3C2=O)CC1	4	-2.0%	-1	-3	-1%	4%	-3	1	0%
O=C(CSC1=N/C(=C/c2ccc(Cl)c(Cl)c2)C(=O)N1c1ccccc1F)NC1CC1	8	1.9%	-4	6	-4%	1%	0	4	-11%
Cc1ccc(-c2nc(-c3ccccn3)sc2CC(=O)O)cc1	2	0.0%	1	-3	-5%	0%	-3	2	-5%
Nc1ccccc1NC1=CC(=O)CC(c2ccccc2)C1 (centres undefined)	-6	1.6%	-11	-2	·	·	·	2	·
O=C(CSc1nc2c(sc3ccccc32)c(=O)n1CCCC(=O)NC1CCCC1)Nc1ccc(F)cc1	14	1.1%	5	-2	-2%	2%	-12	3	4%
COc1cccc(CNC(=O)C2CCN(S(=O)(=O)c3cccs3)CC2)c1	-1	0.9%	-6	-8	-3%	-5%	-9	1	-6%
Cn1c(=O)[nH]c(=O)c2c1nc(NC1CCCCC1)n2CC(=O)NC1CCCCC1	·	0.5%	1	-4	·	·	·	1	·
COc1ccc(C(=O)O)cc1S(=O)(=O)N(C)C	6	-1.1%	2	-1	-2%	-1%	-11	1	1%
CC1CCN(S(=O)(=O)c2ccc(S(=O)(=O)N3CCN4CCCC4C3)cc2)CC1 (centres undefined)	11	5.0%	-2	0	·	·	·	0	·
COC(=O)C1CCN(C(=O)c2ccc3oc(Cc4ccc(Cl)cc4)nc3c2)CC1	1	-0.1%	-4	-1	5%	0%	-7	5	4%
Cc1cc(O)c(-c2cc(C(=O)NCCc3ccc(S(N)(=O)=O)cc3)[nH]n2)cc1C	-19	-2.7%	13	-24	-6%	8%	-5	1	-7%
Cc1cc(C(C)(C)C)oc1C(=O)N1CCN(C(=O)c2oc(C(C)(C)C)cc2C)CC1	-9	-0.5%	-2	-22	-1%	0%	0	9	0%
C[C@@H](NC(=O)CN1C(=O)c2ccccc2S1(=O)=O)c1ccccc1	-15	0.5%	-3	12	-6%	8%	0	2	0%
Cc1ccc(C(=O)OCC(=O)c2ccc(S(=O)(=O)N3CCCCC3)cc2)o1	10	0.2%	-5	12	-3%	?	-6	11	-1%
Cc1c(NC(=O)c2cnn3c2NC(c2ccccc2)CC3C(F)(F)F)c(=O)n(-c2ccccc2)n1C (centres undefined)	13	-1.0%	-6	-24	-7%	-26%	2	2	3%
COc1ccccc1CNC(=O)C(=O)NCCC1CCCCN1S(=O)(=O)c1ccc(C)cc1 (centres undefined)	-7	3.3%	-4	-3	-1%	9%	1	10	-10%
COc1ccc(NC(=S)N2CCC(NC(=O)c3ccco3)CC2)cc1	-10	1.3%	3	0	-3%	-3%	-4	0	-6%
COc1ccc(C)cc1S(=O)(=O)NC1CCCC1	·	-0.3%	1	4	-5%	-1%	-8	2	1%
Cc1ccc(NC(=O)COC(=O)CCOc2ccccc2C)cc1	-22	-2.7%	-4	-13	-2%	?	-7	6	-9%
COc1ccc(OC)c(CN(CCCN2CCOCC2)S(=O)(=O)c2ccc(NC(C)=O)cc2)c1	5	1.1%	5	-16	-7%	5%	-4	3	-1%
CC(=O)OC(C(=O)Nc1ccccc1)C(C)S(=O)(=O)c1ccccc1 (centres undefined)	4	-0.4%	8	-2	-5%	0%	0	6	-4%
CCOC(=O)C1=NN(c2ccc(C)cc2)CC1C(=O)OC (centres undefined)	16	0.9%	1	2	-1%	5%	-3	0	-7%
CC(=O)NS(=O)(=O)c1ccc(NC(=O)c2ccc3c(c2)C(=O)N(CCC(C)C)C3=O)cc1	9	0.3%	1	18	-1%	-23%	-11	6	0%

A stretch of the results above, as a working copy:
SMILES	D2 PAM	RXFP1 agonist	D1 PAM	D1 antagonist	Glioma ERSR ind	Vif-A3F inh	LDHA inh	D1 agonist	Vif-APOBEC3G blk
COc1ccc(NC(=S)N2CCC(NC(=O)c3ccco3)CC2)cc1	-10	1.3%	3	0	-3%	-3%	-4	0	-6%
COc1ccc(C)cc1S(=O)(=O)NC1CCCC1	·	-0.3%	1	4	-5%	-1%	-8	2	1%
Cc1ccc(NC(=O)COC(=O)CCOc2ccccc2C)cc1	-22	-2.7%	-4	-13	-2%	?	-7	6	-9%
COc1ccc(OC)c(CN(CCCN2CCOCC2)S(=O)(=O)c2ccc(NC(C)=O)cc2)c1	5	1.1%	5	-16	-7%	5%	-4	3	-1%
CC(=O)OC(C(=O)Nc1ccccc1)C(C)S(=O)(=O)c1ccccc1 (centres undefined)	4	-0.4%	8	-2	-5%	0%	0	6	-4%
CCOC(=O)C1=NN(c2ccc(C)cc2)CC1C(=O)OC (centres undefined)	16	0.9%	1	2	-1%	5%	-3	0	-7%
CC(=O)NS(=O)(=O)c1ccc(NC(=O)c2ccc3c(c2)C(=O)N(CCC(C)C)C3=O)cc1	9	0.3%	1	18	-1%	-23%	-11	6	0%

New compounds follow
SMILES	D2 PAM	RXFP1 agonist	D1 PAM	D1 antagonist	Glioma ERSR ind	Vif-A3F inh	LDHA inh	D1 agonist	Vif-APOBEC3G blk
Cc1cc(C(F)F)n2ncc(C(=O)N3CCc4ccccc4C3)c2n1	5	-1.6%	-1	-8	-5%	-9%	-9	0	1%
O=C(COc1ccc(F)c(Cl)c1)Nc1ccc(N2CCOCC2)cc1	·	·	·	·	0%	4%	-3	·	6%
NS(=O)(=O)c1ccc(NC(=O)COC(=O)CSCc2ccc(F)cc2)cc1	4	0.0%	-10	-17	-3%	?	-6	4	3%
COc1cc(S(=O)(=O)N2CCCCC2)ccc1NC(=O)c1ccncc1	3	7.6%	4	2	-2%	3%	0	-1	1%
COc1ccc(N=C2S/C(=C\c3ccc(C)s3)C(=O)N2CC(C)C)cc1	·	-1.6%	·	·	-1%	0%	2	·	-2%
COCCN(C(=O)CCC(=O)Nc1cc(C)on1)C(C(=O)NC(C)(C)C)c1ccc(OC)cc1 (centres undefined)	-20	-0.6%	-4	1	-4%	6%	1	-3	0%
Cc1cccc(-c2nc(CS(=O)CC(=O)NCCc3ccccc3)c(C)o2)c1 (centres undefined)	-8	-2.8%	5	1	-1%	-3%	0	1	-1%
COc1ccc2c(c1)Cc1sc(NC(=O)c3cccs3)nc1-2	-1	0.6%	10	2	4%	4%	8	1	0%
CC(=O)NC12CC3CC(C1)CC(C(=O)N1CCN(C(=O)c4ccco4)CC1)(C3)C2	2	1.0%	·	1	-7%	-1%	-3	7	-1%
